High-throughput results from PubChem BioAssay.
eIF4E 4G PPI: eIF4E/eIF4G interaction inhibition in translation initiation; TR-FRET eIF4E-eIF4GI(517-606) binding, 2 h; inhibition, % at 21.7 µM; 0.37% of 220,000 active; AID 782;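 active means inhibition above about 30%, limit read from the data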;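 further: 0% = full FRET control wells and 100% = background wells lacking eIF4GI fragment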
S1P4 antag: human S1P4 receptor antagonism. O95977. S1P4-expressing cells, antagonist mode, reporter read-out. inhibition, % at 4.98 µM. 0.26% of 220,000 active; in the data active means inhibition above about 29%;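 further: 0% = wells stimulated with agonist and 100% = vehicle wells without agonist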
Target sequence (O95977 whole entry, looked up): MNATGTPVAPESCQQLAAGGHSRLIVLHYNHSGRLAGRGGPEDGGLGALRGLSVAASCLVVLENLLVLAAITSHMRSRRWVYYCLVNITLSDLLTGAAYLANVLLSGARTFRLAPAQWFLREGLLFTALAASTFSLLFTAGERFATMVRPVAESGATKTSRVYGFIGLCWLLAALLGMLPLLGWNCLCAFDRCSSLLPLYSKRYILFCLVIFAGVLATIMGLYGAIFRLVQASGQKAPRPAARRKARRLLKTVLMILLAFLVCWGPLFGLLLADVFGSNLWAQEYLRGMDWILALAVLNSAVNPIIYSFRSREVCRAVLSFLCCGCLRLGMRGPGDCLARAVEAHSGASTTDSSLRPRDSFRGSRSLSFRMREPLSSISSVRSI
NPY2 pot ag: human NPY-Y2 potentiation or agonism, primary screen; P49146; cells expressing NPY-Y2, potentiator/agonist read-out; activation, % at 3.6 µM; 0.45% of 220,000 active; AID 1359; in the data active means activation above about 27%;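 further: cells stimulated with NPY near EC25 plus isoproterenol at EC100; 0% = vehicle plus submaximal agonist and 100% = vehicle plus saturating agonist; some results beyond the cut were filed as inactive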
S1P4 agonist: activates the human S1P4 receptor | O95977 | S1P4-expressing cell line, agonist reporter assay | activation, % at 4.98 µM | 0.35% of 220,000 active | AID 1509; in the data active means activation above about 11%;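 further: 0% = DMSO vehicle and 100% = reference agonist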
NPY Y1 blocker: blocks the human neuropeptide Y Y1 receptor | 1% of 200,000 active | inhibition, % at 3.6 µM | P25929 | HEK293-CNG Y1 cells, membrane potential fluorescence; NPY at EC95, then isoproterenol;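 active means inhibition above the campaign mean inhibition of all tested compounds plus 3 SD, cut at about 20% in these data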;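 further: 0% = DMSO wells given NPY plus isoproterenol and 100% = isoproterenol alone without NPY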
Target sequence (P25929 whole entry, looked up): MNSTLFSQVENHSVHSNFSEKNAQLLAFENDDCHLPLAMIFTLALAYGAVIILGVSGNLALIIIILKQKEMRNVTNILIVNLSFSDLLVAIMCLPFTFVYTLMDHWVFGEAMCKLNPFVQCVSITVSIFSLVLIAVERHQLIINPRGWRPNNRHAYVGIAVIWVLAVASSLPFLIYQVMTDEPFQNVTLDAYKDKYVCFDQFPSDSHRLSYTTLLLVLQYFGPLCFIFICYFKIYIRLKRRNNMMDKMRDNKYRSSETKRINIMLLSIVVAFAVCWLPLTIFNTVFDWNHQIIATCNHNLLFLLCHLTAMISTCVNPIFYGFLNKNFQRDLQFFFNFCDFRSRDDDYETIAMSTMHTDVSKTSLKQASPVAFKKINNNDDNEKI
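Benchmarks – high control isoproterenol alone, low control NPY with isoproterenol · Material – HEK293 Y1/CNG channel cell line · Times – dye 3 h, compound 60 min room temperature, stimulation 45 min · Probe or stimulus – NPY (25 nM), isoproterenol (1 µM), Ro 20-1724 (25 µM) · Evaluation – % inhibition of NPY effect · Signal – fluorescence, membrane potential probe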
EP2 mod: modulates human prostaglandin E2 receptor EP2 signaling. EP2-expressing cells, cAMP HTRF FRET, PGE2 co-stimulation. induction, % at 25 µM. 0.83% of 260,000 active;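 active means compounds whose cAMP rise, as percent of the full-agonist control response, exceeds 60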;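 further: rat C6 glioma line stably carrying human EP2 under a CMV promoter; the protocol text gives 20 µM as final concentration; 100% = response of wells given 1 µM PGE2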
NPY-Y1 PAM-ag: potentiates or activates human NPY-Y1 receptor; NPY-Y1 expressing cells, potentiator/agonist activation; activation, % at 3.6 µM; 0.37% of 220,000 active; AID 1304; in the data active means activation above about 33%, passing the limit was not always enough;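 further: cells stimulated with NPY at EC10 then isoproterenol at EC100; 0% = low agonist plus stimulus and 100% = saturating agonist plus stimulus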
p97 ATPase inh: blocks human p97 ATPase activity; P55072; recombinant p97 ATPase, Kinase-Glo ATP luminescence, 3 h; 0.42% of 220,000 active; inhibition, % at 8 µM; in the data active means inhibition above about 15%;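 further: 0% = DMSO vehicle and 100% = wells lacking enzyme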
PGE2 EP2 inh: EP2 receptor (human) inhibition; P43116; inhibition, % at 25 µM; AID 1422; C6 glioma cells expressing human EP2, cAMP TR-FRET; cells stimulated with saturating PGE2; 0.52% of 260,000 active;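 active means percent inhibition above 40 after rounding to a whole number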;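 further: rat C6 glioma host cells with rolipram phosphodiesterase inhibitor present; the protocol text gives 20 µM as final concentration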
An asterisk follows results filed as active; · = no result given; & = joins results of further samples; [ ] = another dose, or the depositor's remark.

SMILES	eIF4E 4G PPI	S1P4 antag	NPY2 pot ag	S1P4 agonist	NPY Y1 blocker	EP2 mod	NPY-Y1 PAM-ag	p97 ATPase inh	PGE2 EP2 inh
COc1ccc2cc(C(=O)NCc3ccccc3)c(=Nc3ccc(C(=O)O)cc3)oc2c1	1.7	-6.1	-6.0	1.7	3.4	19.8	6.2	4.0	5.3
COCCOC(=O)N/C=C\c1nc2ccccc2c(=O)[nH]1	-1.4	-5.6	-9.1	1.3	2.5	12.7	-0.5	-3.7	13.8
Cc1ccccc1OCCCn1c(CO)nc2ccccc21	-4.8	-16.9	-5.7	0.3	1.7	-17.5	-16.9	-4.8	2.4
O=C(N/N=C/C1CC2CCC1C2)c1ccc2c(c1)OCO2 (stereo unspecified)	18.5	-3.7	16.7	1.6	5.8	4.1	-2.7	3.2	9.0
CCn1nnnc1SCC(=O)N1CCOCC1	1.4	-26.9	-3.0	1.4	0.0	14.7	-5.6	-1.5	17.7
O=C(Oc1c(-c2ccccc2)c(=O)n2c3c(cccc13)CC2)c1ccco1	9.0	8.2	-17.6	-0.7	·	13.5	7.1	6.1	5.7
COc1ccc(C(=O)N2CCCC(c3nc(-c4ccc(OC)c(OC)c4)no3)C2)c(OC)c1 (stereo unspecified)	-1.1[fluorescence artefact?]	4.9	-1.5	2.5	0.5	-2.8	0.0	-1.7	11.8
Cn1c2ccc(F)cc2c2nnc(NN)nc21	-4.3	2.8	16.0	-0.7	·	-26.6	5.5	2.9	8.1
COc1cc(NC(=O)CSc2nc3ccccc3c(=O)n2C)ccc1NC(=O)c1ccco1	-6.3[fluorescence artefact?]	-12.3	0.8	1.0	1.5	6.5&-15.2	-3.5	0.6	11.6&16.4
CC(C)N(CCC#N)C(=O)Nc1ccc2c(c1)CCO2	26.0	10.1	-6.1	-0.4	·	-4.5	-3.7	3.2	6.8
Cc1ccc(NC(=S)NCc2ccc(S(N)(=O)=O)cc2)c(C)c1	0.3	12.9	-9.3	-2.5	1.4	-26.3	-2.5	-3.2	5.7
CS(=O)(=O)N1CCN(c2ccc(NC(=O)CSc3nnc(-c4ccco4)o3)cc2)CC1	3.1	0.9	-3.5	-1.2	2.3	1.1	11.0	0.8	3.6
CC/C(=N/NC(=O)CNc1ccc(Cl)cc1C)c1ccccc1	-1.0	4.3	1.5	1.5	-1.8	-10.6	16.0	-0.5	2.9
C=C(C)c1cccc(C(C)(C)NC(=O)NCCCN2CCCC2=O)c1	4.0	0.3	-11.7	0.2	-0.1	-0.3	-15.6	-5.5	17.0
O=C(Cc1cccs1)Nc1nnc(SCc2ccc(Br)cc2)s1	7.7[fluorescence artefact?]	-5.7	-8.6	1.2	12.3	13.1	-4.7	7.4	3.6
O=C(NC1=NCCS1)Nc1ccccc1	-6.0	-17.6	-7.5	0.4	3.5	1.3	3.3	-2.3	4.6
CCCNC(=O)NS(=O)(=O)c1cnccc1Sc1ccc(Cl)cc1	-3.5	-11.0	-6.8	1.7	0.5	29.8	2.2	4.4	5.5
CCOC(=O)c1c(NC(=O)C2CCN(S(=O)(=O)c3ccc(Cl)cc3)CC2)sc2c1CCCC2	0.1	-16.0	-5.8	0.0	-5.5	6.7	9.1	1.2	4.9
Cc1nc(S/C(=C/c2ccc(-c3ccc(C(=O)O)cc3)o2)C(=O)O)n[nH]1	0.9	5.8	6.6	0.4	·	-24.3	1.8	3.3	16.3
COc1cc(OC)cc(C(=O)N[C@H](C(=O)NCc2cccs2)C(C)C)c1	-7.5	0.2	3.9	-1.7	-2.1	9.7	-2.2	-2.5	8.7
COc1ccc(/C=C/C(=O)N(C)Cc2cccs2)cc1S(=O)(=O)N1CCOCC1	2.5	-11.9	-5.1	-1.7	3.0	-12.2	-13.9	3.9	4.7
CN1CCN(C(=S)NC(=O)c2ccco2)CC1	-1.0	-8.5	-8.6	-1.2	-0.9	23.4	3.5	6.3	6.0
COc1ccc(C2CC(c3cccs3)=Nc3ccccc3S2)cc1OC (stereo unspecified)	-2.3	12.5	27.0	1.0	-3.1	61.9*	-7.1	1.3	7.5
CC(NC(=O)Cc1ccccc1[N+](=O)[O-])c1ccccc1 (stereo unspecified)	4.0[fluorescence artefact?]	-0.9	2.9	-0.6	-0.1	22.3	5.6	-7.8	5.3
COC(=O)Cc1ccc(NC(=S)N2CCCCC2C)cc1 (stereo unspecified)	-4.7	-2.8	2.2	1.1	4.1	-11.0	13.5	-0.6	10.6
Cc1ccc(NC(=O)CSc2nnc(-c3cnccn3)n2Cc2ccco2)cc1C	1.9	-16.7	-3.8	-1.0	4.9	-2.4	-18.3	-3.4	9.7
O=C(NCCc1cccc(Cl)c1)c1cccs1	1.8	-3.3	6.1	0.1	-0.6	-6.3	4.5	-5.7	11.2
Cc1ccc2nc(/C(C#N)=C/c3ccc(-c4cccc([N+](=O)[O-])c4)o3)[nH]c2c1	29.0[fluorescence artefact?]	-8.6	-1.3	0.0	1.6	-71.1	-3.6	2.2	3.8
CN(C)CCCN1C(=O)c2cccc3c(Br)ccc(c23)C1=O	-4.5	-34.1	20.9	0.2	1.0	-7.5	26.8	4.0	6.5
COc1ccc(C)cc1NC(=O)Cn1cnc2sc(C)c(S(=O)(=O)N3CCOCC3)c2c1=O	2.0	6.5	-5.2	-1.4	1.8	13.8	-14.4	1.5	4.4
O=c1ccc(Cl)cn1Cc1ccccc1F	2.4	-4.7	-0.7	0.1	-5.7	2.1	-2.0	-1.1	3.8
CCCN1CCN(S(=O)(=O)c2ccc3c(c2)OCCO3)CC1	1.0	-4.4	3.5	2.0	2.9	-5.9	-1.7	-2.2	3.4
CN1CCN(Cc2cc(Cl)c3cccnc3c2OC(=O)c2cccs2)CC1	2.0	-9.9	4.6	-1.8	0.3	9.2	-26.1	4.3	4.1
Clc1ccc(OCCN2CCN(c3ncnc4sccc34)CC2)cc1	0.2	-14.8	-2.6	-1.7	26.0*	1.2	-45.9	-1.1	3.3
O=C(NCCCN1CCCC1=O)c1ccc(Cl)c(NS(=O)(=O)c2ccc(F)cc2)c1	-6.7	-3.8	7.3	2.5	6.4	-4.8	3.8	6.8	15.2
CCCNC(=O)c1c(Cl)cnn1-c1ccc(C)cc1	0.3	5.1	-12.7	-0.7	-0.4	8.3	-5.4	-3.0	5.8
O=C(NCc1cccnc1)C1CCN(S(=O)(=O)c2cccnc2)CC1	2.3	-11.7	-6.0	1.0	3.2	9.0	12.0	0.3	19.1
Cc1ccc(CC(=O)N2CCC(c3nc4c(nnn4Cc4ccccc4)c(=O)[nH]3)CC2)cc1	1.5	-9.6	-4.4	0.8	3.0	15.1	-3.7	-3.0	9.9
CC(=O)Nc1cc2c(cc1C(C)=O)OCCO2	-14.6	-23.9	-0.4	1.9	0.8	12.4	6.1	1.0	10.2
Cc1ccc(S(=O)(=O)Cn2nnnc2C(C(C)C)N2CCN(Cc3ccco3)CC2)cc1 (stereo unspecified)	-2.5	-8.5	6.6	-2.3	-4.0	24.1	-4.6	-1.4	6.1

Some values from the results shown:
Clc1ccc(OCCN2CCN(c3ncnc4sccc34)CC2)cc1 | NPY-Y1 PAM-ag: -45.9
Cc1ccc(S(=O)(=O)Cn2nnnc2C(C(C)C)N2CCN(Cc3ccco3)CC2)cc1 (stereo unspecified) | EP2 mod: 24.1
CC(=O)Nc1cc2c(cc1C(C)=O)OCCO2 | EP2 mod: 12.4

(further entries)
SMILES	eIF4E 4G PPI	S1P4 antag	NPY2 pot ag	S1P4 agonist	NPY Y1 blocker	EP2 mod	NPY-Y1 PAM-ag	p97 ATPase inh	PGE2 EP2 inh
CN(C)C(=O)NCc1ccc(S(N)(=O)=O)cc1	13.3	6.3	-3.7	0.6	-5.7	-2.0	-0.2	0.3	7.3
CN(C)c1nc2ccccc2c(N)c1-c1ccccc1	-5.4	-18.6	-11.5	-1.8	9.6	4.6	-13.4	-0.9	0.1
COC(=O)C1CCN(C(=O)COC(=O)c2n[nH]c3ccccc23)CC1	2.0	1.5	-7.6	-1.1	4.8	-20.1	16.5	-2.4	6.1
COc1ccc(C(=O)NC2CCN(C(=S)Nc3ccccc3C)CC2)cc1	2.9	-5.5	-4.8	0.5	-3.7	-19.5	-7.8	4.2	4.0
CC1CCCCN1CCCn1c(=S)[nH]c2ccccc2c1=O (stereo unspecified)	7.3	-21.6	-8.1	0.3	5.0	6.4	-0.9	0.7	12.5
COc1ccc(C2=Nc3ccc(C)cc3C(c3ccccc3)N2CC(=O)NN)cc1 (stereo unspecified)	-1.7	16.5	-2.2	-0.7	6.7	4.0	5.0	0.7	11.2
CC1(C)CC(=O)C(C2=NC3(CCCCCC3)Cc3ccccc32)=C(O)C1	-1.3	-9.7	-17.5	-0.8	·	15.1	6.0	1.7	15.7
Cc1cccc(C)c1NC(=O)C(NC(=O)c1ccccn1)c1ccc([N+](=O)[O-])cc1 (stereo unspecified)	-5.1	-0.2	-3.5	-1.1	-0.4	27.1	2.7	-1.1	18.4
CCc1ccc(N2CC(C(=O)OC)CC2=O)cc1 (stereo unspecified)	3.0	-0.1	11.2	-0.8	4.4	34.9	14.5	2.8	3.8
Cc1nc(SCCOc2ccccc2)[nH]c(=O)c1Cc1ccccc1	-0.4	2.7	-17.7	-5.9	-2.2	35.1	8.9	-2.8	6.3
O=C(Nc1ccccc1C(=O)N/N=C/c1ccc(F)cc1)c1ccccc1Br	3.0	-2.4	3.3	-0.2	-4.1	0.3	14.4	0.2	11.3
CCCC(C)NC(=O)COc1ccc(Sc2ccc(OCC(=O)NC(C)CCC)cc2)cc1 (stereo unspecified)	0.4	-13.7	-3.9	1.1	-0.6	-26.7	-9.1	-5.8	4.7
O=C(COC(=O)CCc1c[nH]c2ccccc12)NCc1ccc(Cl)cc1	1.6	-2.1	-9.7	1.7	4.3	-5.6	-12.2	1.4	10.3
CN1CCC(=NNC(=O)C(=O)Nc2ccccc2F)CC1	-4.2	-1.5	-0.9	-0.5	4.0	22.8	13.9	0.7	5.3
COc1cc(-c2nc(-c3ccccc3)c(-c3cc([N+](=O)[O-])ccc3C)[nH]2)cc(OC)c1OC	-1.3	-17.5	-5.6	-2.3	-1.1	-5.4	-9.2	-6.4	14.4
Cc1cc(C(=O)OCC(=O)N2CC(C)OC(C)C2)ccc1[N+](=O)[O-] (stereo unspecified)	-1.2	-14.8	5.7	0.5	4.2	8.9	7.2	1.0	9.2
O=c1[nH]c2ccccc2c(O)c1-[n+]1ccccc1	3.1	-6.0	-22.8	-0.6	·	22.1	-6.1	7.2	9.4
Cc1ccc2c(c1)C(O)(CC(=O)c1cccnc1)C(=O)N2 (stereo unspecified)	-5.1	-17.3	-0.1	1.1	6.9	11.2	2.5	-0.8	18.2
O=C(CN1CCSCC1)N/N=C/c1ccc(F)c(F)c1	-1.5	-9.0	-0.8	0.9	-2.9	-9.7	10.7	-2.3	4.7
CCOC(=O)/C(N=O)=C(\O)C1CCN(C(=O)OCC)CC1	-7.3[fluorescence artefact?]	-26.1	-16.6	-0.5	-1.0	11.3	-5.0	3.6	13.3
CC(C)(C)C1CCC(C(=O)Nc2cccnc2)CC1 (stereo unspecified)	-7.9	1.2	-3.5	-0.6	3.1	1.6	-1.2	-1.2	17.3

A portion of the library; the hit share may differ from the screen's.
